Screening data: PubChem BioAssay, Broad Institute
PGC1a acetyl inh = lowers PGC1a acetylation signal in U2OS cells | AlphaScreen anti-acetyl-lysine; with virally co-expressed GCN5 acetyltransferase | inhibition, % at 15.6 µM | 350,000 compounds, 0.17% hits;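 active means every replicate shows inhibition of at least 40%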;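 further: 0% = neutral control wells and 100% = positive control wells; some results beyond the cut were filed as inactive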
GSIS activator = GLuc luminescence reporter in INS-1E cells, primary screen for activators of glucose-dependent secretion of insulin; INS-1E GLuc reporter insulin secretion, 2-3 h; activation, % at 16.6 µM; 370,000 compounds, 0.61% hits;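 active means lowest replicate activation of at least 40%, so every replicate reaches that level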;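 further: 0% = median of neutral control wells and 100% = median of IBMX positive control wells; some compounds called inactive have numbers as strong as hits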
CFTR F508del cor = correctors of CFTR F508del function in bronchial epithelial cells | AID 720511 | activity (quench increase), % at 7.58 µM | CFBE cells, YFP halide quenching; stimulated with forskolin plus potentiator P3; % fluorescence drop versus neutral controls | 350,000 compounds, 0.36% hits;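 active means mean added fluorescence quench of at least 8% versus neutral control, with both replicates also reaching 8%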;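 further: cells transiently co-express mutant CFTR-F508del with the halide-sensitive YFP; corrector assay measuring rescue of mutant channel to the surface after 24 h compound exposure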
C2C12 statin = protects C2C12 myotubes from simvastatin toxicity; ATP luminescence, 48 h; scaled: DMSO 0, geranylgeraniol control 100; 330,000 compounds, 0.78% hits; rescue of ATP level, % at 7.49 µM;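 active means mean ATP rescue above about 67%, or every replicate alone reaching that limit, limit read from the data, passing the limit was not always enough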;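 further: myotubes were challenged with 10 µM simvastatin during compound exposure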
miR-122 sensor = miR-122 inhibition in Huh7 cells; Huh7 miR-122 Renilla luciferase sensor, 48 h; neutral wells = 0, positive control = 100; activation (reporter increase), % at 12.5 µM; 340,000 compounds, 0.3% hits;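 active means mean replicate activation score at least 90 and every replicate individually at or above 90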;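 further: higher luciferase means less miR-122 activity so hits act as miR-122 inhibitors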
Cneo AK release = causes C. neoformans cell lysis. adenylate kinase release luminescence, 4 h; normalised: neutral wells 0, clomiphene wells 100. lysis activity, % at 15 µM. 360,000 compounds, 0.2% hits. AID 651654;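 active means mean lysis activity across replicates of at least 80%, whatever share of replicates individually reach that level; inactive means mean lysis activity below 80%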
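Material – log-phase Cryptococcus neoformans yeast cells · Input – 5 × 10^6 yeast cells/mL · Medium – fresh YPD growth medium · Doses – single compound concentration per well · Timing – static 4 h at 37 °C with compound, 1 h detection · Detection – adenylate kinase release luminescence · Read-out – signal increase indicating cell lysis · Control set – Clomiphene as positive lysis control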
PglD inh = PglD (C. jejuni) enzyme inhibition. purified PglD enzyme, DTNB colorimetric CoA detection. inhibition, % at 12.5 µM. 360,000 compounds, 0.098% hits; in the data active means inhibition above about 16%, passing the limit was not always enough; further: strong numbers were not always called active
FN deposition inh = fibronectin deposition inhibition; AH1F fibroblasts, Alexa488-fibronectin deposition fluorescence, overnight; 350,000 compounds, 0.086% hits; AID 743247; inhibition, % at 12.6 µM;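 active means mean inhibition across replicates of 30% or more, regardless of how many single replicates reach that level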;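 further: positive control wells lacked labelled fibronectin entirely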
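Test system: AH1F fibroblast monolayer depositing Alexa488-labelled fibronectin into matrix. Input: 10000 cells per well. Technique: fluorescence, ex 485 nm, em 525 nm. Buffer or medium: DMEM plus 2% serum, read in PBS. Timing: 1 h cell adhesion before compound, then overnight fibronectin incubation. Compound: single dose, pinned. Read-out basis: inhibition from reduced deposited-fibronectin fluorescence.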
* hit, by the source's call; x = not tested or not shown; [ ] = another dose, or the depositor's remark. A portion of the library; the hit share may differ from the screen's.

SMILES | PGC1a acetyl inh | GSIS activator | CFTR F508del cor | C2C12 statin | miR-122 sensor | Cneo AK release | PglD inh | FN deposition inh
CN(C)CC#CCn1c2ccccc2c2ccccc21 | 6 | 7 | -2.4 | 4 | -1 | 1 | -3 | 6
N#Cc1ccc(-c2ccc([C@@H]3[C@H](CO)N4CCCCN(C(=O)Cc5ccccc5)C[C@@H]34)cc2)cc1 | 5 | -15 | 4.0 | 17 | 8[16.7 µM] | 2 | 2 | x
CN1CCN(c2ncnc3c2cnn3C)CC1 | 5 | 8 | 3.5 | x | 11 | 1 | 2 | 6
CCSc1nnc([C@@H](N)Cc2c[nH]c3ccccc23)o1 | -1 | x | x | -4 | -8 | 0 | 0 | x
CC(C)c1ccc(-n2c(O)c(C=NC(CCS(C)=O)C(=O)O)c(=O)[nH]c2=S)cc1 (centres undefined) | -5 | -10 | 0.4 | -59 | 3 | 2 | 1 | -2
NC(=O)C1CCN(/C=C2\C(=O)NC(=O)N(Cc3ccco3)C2=O)CC1 | 2 | -10 | 0.9 | 0 | -1 | -4 | 0 | -2
O=C(c1ccco1)N1Cc2ccccc2-n2nncc2C1 | -12 | 4 | 6.6 | 1 | 1 | x | x | 6
CCC12CN3CCN(CC(C3)C1O)C2 (centres undefined) | -7 | x | x | -1 | -9 | 0 | 7 | 1
Cc1sc2ncn(CC(=O)NCC(=O)N3CCC4(CC3)OCCO4)c(=O)c2c1C | -7 | x | x | 2 | -3 | 5 | 3 | x
CCC(C)(O)C(=O)OC1C(=O)OC2CC3C(C)=CC(O)C(O)C3(C)C3C4(O)OCC23C1C(C)C4O (centres undefined) | 5 | -9 | 2.4 | -88 | -12 | 2 | -2 | x
Cn1c(O)c(Cc2ccc(OCc3ccccc3)cc2)c(=O)n(C)c1=O | 1 | 3 | -0.5 | -6 | 1 | 0 | -6 | 1
CCN(CC)S(=O)(=O)c1ccc(C)c(NCC(=O)Nc2ccc(C#N)c(Cl)c2)c1 | 1 | -35 | x | x | 119* | -4 | -6 | -1
O=C1OCCN1P(=O)(c1ccccc1)c1ccccc1 | 7 | 6 | x | -9 | -1 | -1 | 7 | x
c1ccc(NC2=NCCCS2)cc1 | 2 | -5 | x | 3 | -7 | 0 | 2 | 2
COCC(C)OC(=O)c1c(N)n(Cc2ccco2)c2nc3ccccc3nc12 (centres undefined) | 12 | 37 | x | -2 | 9 | -3 | 9 | x
Clc1cc(Cl)cc(NC2=NCCS2)c1 | 5 | -9 | 1.5 | x | 2 | 2 | 4 | 7
CC(C(O)c1ccccc1)N(C)CCn1cnc2c1c(=O)n(C)c(=O)n2C (centres undefined) | 3 | -6 | 1.3 | x | x | x | x | -1
CCN(CC)CCCN=C(C)c1c(O)n(-c2ccc(C)cc2)c(=O)[nH]c1=O | 6 | 7 | -0.5 | 3 | 2 | -9 | 0 | x
CS(=O)(=O)NNP(=O)(NNS(C)(=O)=O)NC(=O)c1ccc(Br)cc1 | -6 | 25 | -1.2 | -9 | -2 | -6 | -1 | 3
O=C(Cc1ccncc1)N1CCCCN2[C@H](CO)[C@@H](c3ccc(C#CC4(O)CCCC4)cc3)[C@@H]2C1 | 9 | 3 | -4.0 | x | 3[16.7 µM] | 1 | 5 | x
O=C1c2cccc3cccc(c23)C(=O)N1/N=C/c1c(O)n(-c2ccccc2)c(=O)[nH]c1=O | 4 | -6 | -0.1 | x | x | x | x | 0
Fc1ccc(CCNCc2ccc(Cl)c(Cl)c2)cc1 | x | -24 | 1.7 | -5 | 0 | 8 | 3 | x
COc1ccc(S(=O)(=O)Cc2ccc(C(=O)N3CCC4(CC3)OCCO4)o2)cc1 | 4 | x | x | 113* | 2 | 3 | 3 | 5
Nc1ncnc2c1ncn2[C@@H]1O[C@H](COP(=O)(O)CP(=O)(O)O)[C@@H](O)[C@H]1O | -5 | x | 0.5 | -8 | -3 | -1 | -3 | -13
CCC(C)n1c(C)cc(C(N)=O)c1C (centres undefined) | 0 | 6 | 0.5 | 14 | -2 | 1 | -3 | -2
SMILES | PGC1a acetyl inh | GSIS activator | CFTR F508del cor | C2C12 statin | miR-122 sensor | Cneo AK release | PglD inh | FN deposition inh
COc1ccc(CCn2c(O)c(C=Nc3ccccc3F)c(=O)[nH]c2=O)cc1OC | 1 | x | 1.5 | 8 | -18 | -2 | -3 | 5
CN(CCc1ccccc1)Cc1ccccc1[N+](=O)[O-] | -14 | x | x | 7 | -2 | -1 | 3 | x
Nc1ccc2cc(Br)ccc2c1 | 1 | 0 | -1.4 | 4 | 7 | 1 | -1 | -14
O=c1c2cc(Br)ccc2[nH]c(=S)n1-c1ccccc1 | 1 | 6 | -0.6 | x | x | x | x | 5
O=C(Cc1cccnc1)N1CCCCN2[C@H](C1)[C@H](c1ccc(C#CC3CC3)cc1)[C@@H]2CO | 1 | x | -0.9 | x | 0[16.7 µM] | 1 | 1 | x
COc1ccc(N2C(=O)CC(N3CC=C(c4ccccc4)CC3)C2=O)cc1 (centres undefined) | -7 | 3 | 1.7 | -5 | 0 | -3 | -4 | -16
c1ccc(CNC2CN3CCC2CC3)cc1 (centres undefined) | 4 | x | 2.8 | 1 | x | 0 | 0 | -1
COc1cc2c(cc1OC)C13CCN4CC5CCOC6CC(=O)N2C1C6C5CC43 (centres undefined) | 8 | -2 | -0.7 | -1 | x | -1 | 2 | 2
COc1cccc(C2CCN(C)C2)c1 (centres undefined) | -5 | -8 | -3.3 | -12 | 0 | -2 | -3 | 4
c1ccc2c(CCNC3CCCCC3)c[nH]c2c1 | -3 | 8 | 3.0 | x | 1 | x | x | -3
COC(=O)C1=C(c2ccc(F)cc2OCc2ccccc2)C[C@@H]2CC[C@H]1N2C(=O)NC(C)C | -4 | -41 | -2.3 | -4 | -1 | 1 | 0 | -5
CC(Cc1ccccc1)[n+]1cc(/N=C(\N)[O-])on1 (centres undefined) | -4 | x | x | -11 | 1 | -1 | 2 | x
CCCCn1c(=O)c(C(=O)NCc2ccco2)c(O)c2ccccc21 | 13 | -11 | 0.7 | x | x | x | x | 4
O=C(NC1CCCCC1)N1Cc2ccccc2-n2nncc2C1 | 18 | 5 | -0.2 | 4 | -1 | 3 | -4 | 16
CCN1CCN(c2ccc(N)cc2)CC1 | -12 | -11 | -1.2 | x | 0 | x | x | 8
Cn1c(O)c(C=NC2CCN(Cc3ccccc3)CC2)c(=O)[nH]c1=O | 10 | 2 | -1.5 | x | x | x | x | -5
C1CC2NCCC3NCCC(N1)N32 (centres undefined) | x | 5 | -1.4 | 6 | x | -1 | -5 | 1
Cc1ccsc1C(=O)C1CCCN(Cc2cccn2-c2ccccn2)C1 (centres undefined) | x | 2 | 4.6 | -10 | -1 | 2 | 2 | 8
O=C1CSC2(CN3CCC2CC3)N1 (centres undefined) | 2 | x | x | x | -4 | 2 | -5 | x
CN1CCN(C(=O)COc2ccc(S(=O)(=O)Nc3ccc(Cl)cc3)cc2)CC1 | 1 | -1 | 1.3 | -6 | 14 | -1 | -2 | 1
CCN1CCN(CC(c2ccccc2)c2ccccc2)CC1 | x | 5 | 1.0 | 3 | 1 | 1 | 2 | 2
CC(C)(C)C(=O)N1Cc2cc(-c3cccc(F)c3)ccc2-n2nncc2C1 | -4 | -4 | 0.0 | 2 | -2 | 0 | 0 | 8
CN1CCN(c2c(F)cc([N+](=O)[O-])c(N)c2Br)CC1 | 5 | 15 | 1.9 | 6 | -14 | -5 | -9 | 0
Cc1cc(Br)ccc1N1C(=O)CC(=O)NC1=O | x | x | x | 5 | 11 | -3 | 3 | x
CCCCCCC(=O)c1c(O)n(-c2ccccc2OC)c(=O)[nH]c1=O (tested in a mixture with another compound) | 1 | x | -1.2 | x | -5 | -6 | 0 | -1

Next section, starting with the last 2 of the part before.
SMILES | PGC1a acetyl inh | GSIS activator | CFTR F508del cor | C2C12 statin | miR-122 sensor | Cneo AK release | PglD inh | FN deposition inh
Cc1cc(Br)ccc1N1C(=O)CC(=O)NC1=O | x | x | x | 5 | 11 | -3 | 3 | x
CCCCCCC(=O)c1c(O)n(-c2ccccc2OC)c(=O)[nH]c1=O (tested in a mixture with another compound) | 1 | x | -1.2 | x | -5 | -6 | 0 | -1
CCOC(=O)CC1c2ccccc2-n2nncc2CN1CC1CCCCC1 (centres undefined) | -1 | -26 | 3.9 | 3 | 2 | 2 | 0 | -17
CCCC(C)n1[nH]c(=O)c2c1NC(=O)CSC2c1ccccc1 (centres undefined) | -4 | 5 | -0.7 | -3 | 2 | 0 | 1 | 3
Oc1c(Br)cc(-c2ccccc2)cc1Br | 0 | x | 3.7 | 4 | x | -1 | 0 | -3
COc1cc2c3cc1Oc1c(OC)c(OC)cc4c1[C@H](Cc1ccc(cc1)Oc1cc(ccc1O)C[C@H]3N(C)CC2)N(C)CC4 | -24 | x | -1.1 | -56 | -10 | 1 | -6 | 19
O=C(CN1CC=C(c2ccccc2)CC1)NC(=O)NC1CCCCC1 | -4 | -2 | -2.5 | 2 | -8 | 0 | -2 | -2
C[C@H]1C[C@@H](C)C(=O)[C@@H]([C@H](O)CC2CC(=O)NC(=O)C2)C1 | 68* | 7 | -1.6 | 171* | -20 | 13 | 0 | x
CCOC(=O)C1=C(N)Oc2c(c(=O)oc3ccccc23)C12C(=O)N(C)c1ccccc12 (centres undefined) | -8 | x | x | 5 | 7 | -1 | 0 | x
COc1ccc(OC(=O)N(C)C[C@H]2OCc3ccccc3-c3c(n(C)c4ccccc34)C(=O)N([C@H](C)CO)C[C@@H]2C)cc1 | -4 | -13 | -0.6 | x | x | x | x | -2
CN1CC[C@@]23CCCC[C@@H]2[C@@H]1Cc1ccc(O)cc13 | 0 | 1 | 0.9 | 2 | -4 | 2 | 1 | -5

Entries shown so far that contain an NH in an aromatic ring:
SMILES | PGC1a acetyl inh | GSIS activator | CFTR F508del cor | C2C12 statin | miR-122 sensor | Cneo AK release | PglD inh | FN deposition inh
CCSc1nnc([C@@H](N)Cc2c[nH]c3ccccc23)o1 | -1 | x | x | -4 | -8 | 0 | 0 | x
CC(C)c1ccc(-n2c(O)c(C=NC(CCS(C)=O)C(=O)O)c(=O)[nH]c2=S)cc1 (centres undefined) | -5 | -10 | 0.4 | -59 | 3 | 2 | 1 | -2
CCN(CC)CCCN=C(C)c1c(O)n(-c2ccc(C)cc2)c(=O)[nH]c1=O | 6 | 7 | -0.5 | 3 | 2 | -9 | 0 | x
O=C1c2cccc3cccc(c23)C(=O)N1/N=C/c1c(O)n(-c2ccccc2)c(=O)[nH]c1=O | 4 | -6 | -0.1 | x | x | x | x | 0
COc1ccc(CCn2c(O)c(C=Nc3ccccc3F)c(=O)[nH]c2=O)cc1OC | 1 | x | 1.5 | 8 | -18 | -2 | -3 | 5
O=c1c2cc(Br)ccc2[nH]c(=S)n1-c1ccccc1 | 1 | 6 | -0.6 | x | x | x | x | 5
c1ccc2c(CCNC3CCCCC3)c[nH]c2c1 | -3 | 8 | 3.0 | x | 1 | x | x | -3
Cn1c(O)c(C=NC2CCN(Cc3ccccc3)CC2)c(=O)[nH]c1=O | 10 | 2 | -1.5 | x | x | x | x | -5
CCCCCCC(=O)c1c(O)n(-c2ccccc2OC)c(=O)[nH]c1=O (tested in a mixture with another compound) | 1 | x | -1.2 | x | -5 | -6 | 0 | -1
CCCC(C)n1[nH]c(=O)c2c1NC(=O)CSC2c1ccccc1 (centres undefined) | -4 | 5 | -0.7 | -3 | 2 | 0 | 1 | 3
